Assay outcomes from PubChem.
MrgX1 ag = activates human MrgX1 receptor signaling. Q96LB2. MrgX1-HEK293 cells, Fluo-4 calcium fluorescence, agonist mode; hits give high values. B-score at 10 µM. 310,000 compounds, 0.44% hits. AID 588627;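 active = calcium response B-score plate-corrected fluorescence ratio at least 3 library SD, with starting fluorescence B-score inside 5 SD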
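System: HEK293 cells stably expressing human MrgX1 receptor; Dosing: test compound in the initial addition of three; Schedule: overnight plating, then 30 min 37 °C plus 30 min room-temperature dye loading; Detection: kinetic calcium dye fluorescence, Fluo-4 NW; Controls: per-plate positive and negative controls for Z′ factor.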
TRPC4 act = activators of mouse TRPC4 channel. Q9QUQ5. HEK293 TRPC4beta/mu-opioid, Fluo4 calcium fluorescence; hits give high values. B-score at 10 µM. 310,000 compounds, 0.49% hits. AID 2237;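 active = B-score above 5 SD of library B-scores, and initial fluorescence ratio not above library mean plus 5 SD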;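 note: positive B-score marks a calcium rise read as TRPC4 activation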
Target sequence (Q9QUQ5 whole entry, looked up): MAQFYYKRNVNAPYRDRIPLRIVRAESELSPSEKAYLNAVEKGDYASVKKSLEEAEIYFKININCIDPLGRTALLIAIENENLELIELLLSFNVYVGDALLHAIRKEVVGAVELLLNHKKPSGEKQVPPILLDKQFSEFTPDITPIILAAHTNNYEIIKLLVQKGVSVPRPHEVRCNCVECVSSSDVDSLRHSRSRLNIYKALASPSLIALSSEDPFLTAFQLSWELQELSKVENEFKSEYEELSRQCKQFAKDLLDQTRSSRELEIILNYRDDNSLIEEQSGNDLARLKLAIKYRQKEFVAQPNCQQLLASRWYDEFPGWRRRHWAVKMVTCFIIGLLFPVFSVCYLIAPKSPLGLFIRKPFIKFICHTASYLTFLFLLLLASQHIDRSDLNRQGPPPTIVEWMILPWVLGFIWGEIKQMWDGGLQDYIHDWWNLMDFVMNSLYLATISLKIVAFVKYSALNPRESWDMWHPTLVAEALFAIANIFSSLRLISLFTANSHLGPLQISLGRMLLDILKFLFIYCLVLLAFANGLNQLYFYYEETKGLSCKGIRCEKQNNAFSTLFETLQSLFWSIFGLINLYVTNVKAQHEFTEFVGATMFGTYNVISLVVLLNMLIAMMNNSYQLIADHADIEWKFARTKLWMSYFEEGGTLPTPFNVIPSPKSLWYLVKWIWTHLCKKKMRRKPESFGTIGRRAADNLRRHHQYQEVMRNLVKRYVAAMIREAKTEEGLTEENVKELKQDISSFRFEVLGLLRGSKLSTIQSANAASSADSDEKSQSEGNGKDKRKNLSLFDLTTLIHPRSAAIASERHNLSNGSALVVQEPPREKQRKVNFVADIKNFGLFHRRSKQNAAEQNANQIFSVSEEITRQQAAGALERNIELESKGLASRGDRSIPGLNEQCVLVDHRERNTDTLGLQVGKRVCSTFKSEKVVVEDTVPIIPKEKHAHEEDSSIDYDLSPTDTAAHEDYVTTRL
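System: HEK293 cells stably co-expressing mouse TRPC4beta and mu-opioid receptor; Schedule: Fluo4 dye loading 45 min at room temperature, 110 s recording; Detection: Fluo4 fluorescence, kinetic; Evaluation: B-scored integrated calcium fluorescence ratio; Controls: buffer (low) and maximal DAMGO (high).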
MrgX1 PAM = human MrgX1 positive allosteric modulation, primary screen; 310,000 compounds, 0.63% hits; MrgX1-HEK293, Fluo-4 calcium flux, FDSS; hits give high values; B-score at 10 µM;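 active = plate-corrected calcium response at least 3 library SD above typical, normal starting fluorescence, not activating the receptor alone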;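 note: compound read alongside a low EC10 to EC30 dose of BAM8-22 agonist; peak minus trough fluorescence over baseline measured at the second addition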
MrgX1 antag = blocks BAM8-22 activation of human MrgX1 receptor | MRGX1-HEK293 calcium flux, Fluo-4, BAM8-22 antagonism; hits give low values | B-score at 10 µM | Q96LB2 | 310,000 compounds, 1.3% hits;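 active = calcium-response B-score plate-corrected more than 3 library SD below zero, starting fluorescence within 5 deviations, no agonist response on first addition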;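 note: peak minus trough fluorescence over baseline after final BAM8-22 challenge near maximal dose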
TRPC6 activator = activates the mouse TRPC6 cation channel | B-score at 10 µM | Q61143 | 310,000 compounds, 0.13% hits | AID 2550 | HEK293-TRPC6 membrane potential dye fluorescence; hits give high values;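 active = B-score of the integrated fluorescence ratio above library mean plus 3 SD, and starting fluorescence ratio within library mean plus 5 SD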;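 note: higher score means more depolarization so channel activation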
TRPC4 potent = allosteric potentiators of mouse TRPC4 channel. Q9QUQ5. HEK293 TRPC4beta/mu-opioid, DAMGO EC20, Fluo-4 Ca2+ flux; hits give high values. B-score at 10 µM. 310,000 compounds, 0.42% hits. AID 2227;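 active = B-score of calcium response area above 5 SD of library B-scores, with initial fluorescence ratio within 5 SD of library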;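 note: B-score of integrated fluorescence ratio over time as area under calcium response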
ANO1 block = inhibitors of mouse TMEM16A calcium-activated chloride channel; 310,000 compounds, 1.2% hits; HEK293 TMEM16A/YFP iodide influx fluorescence, ionomycin; Q8BHY3; normalized B-score (activity score, 25-100; higher = stronger inhibition) at 10 µM;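 active = ratio plate-corrected score three or more library SD toward inhibition, starting fluorescence score within five deviations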;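 note: score derived from kinetic fluorescence span divided by baseline fluorescence per well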
TRPC4 inh = TRPC4 (mouse) channel inhibition; B-score at 10 µM; AID 2247; 300,000 compounds, 0.39% hits; Q9QUQ5; HEK293 TRPC4beta/mu-opioid, DAMGO-evoked Fluo4 calcium flux; hits give low values;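 active = B-score over 3 SD under the library average, no early fluorescence shift, positive overall ratio signal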
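Assay system: TRPC4beta/mu-opioid receptor HEK293 cell line; compound dosing: single concentration per test compound; detection: Fluo4 Ca2+ flux fluorescence; evaluation: per-well B score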
RGS4 inh = human RGS4 inhibition. P49798. HEK293 M3R/RGS4 inducible, Fluo-4 calcium flux; hits give high values; triggered by carbachol at its EC20. B-score at 10 µM. 310,000 compounds, 0.45% hits;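 active = B-score, a plate-corrected calcium signal, over three deviations above library mean, with baseline fluorescence within five deviations of library mean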;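 note: RGS4 expression induced by doxycycline in cells with stable M3 receptor; B-score is computed from the integrated fluorescence ratio over baseline after carbachol; higher B-score means a larger calcium signal and so more RGS4 inhibition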
ANO1 activ = mouse TMEM16A channel activation, primary screen; Q8BHY3; HEK293 TMEM16A/YFP-H148Q/I152L, iodide quench fluorescence; hits give low values; B-score at 10 µM; 340,000 compounds, 0.3% hits; AID 623877;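 active = fluorescence-ratio B-score plate-corrected deviation score at least 3 library SD below zero, with starting fluorescence score within 5 deviations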;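 note: channel opened by trigger with iodide after compound preincubation; score built on the fluorescence ratio of max minus min over baseline; more negative score means more quench and so TMEM16A activation or potentiation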
TRPC6 inh = mouse TRPC6 channel inhibition. Q61143. HEK293-TRPC6, membrane potential dye, ACh-evoked depolarization; hits give low values. B-score at 10 µM. 310,000 compounds, 1.1% hits. AID 2553;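 active = B-score under library mean minus 3 SD, initial fluorescence not abnormally high, positive integrated signal ratio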;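 note: B-score derived from integrated fluorescence ratio over the kinetic read; more negative B-score means stronger inhibition of depolarization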
Numbers without * were called inactive; i = inactive.

SMILES | MrgX1 ag | TRPC4 act | MrgX1 PAM | MrgX1 antag | TRPC6 activator | TRPC4 potent | ANO1 block | TRPC4 inh | RGS4 inh | ANO1 activ | TRPC6 inh
Cc1nc2ccccc2c2c1C(=O)N(c1cccc(C(=O)O)c1)C2=O | i | i | i | i | i | i | i | i | i | i | i
CSCCC(NC(=O)c1ccccc1Cl)C(=O)N1CCN(c2ccccn2)CC1 (stereo not given) | i | i | i | i | i | i | i | i | i | i | i
Cc1ccc(C2=NOC(C)(c3sc(-c4ccc(Cl)cc4)nc3C)C2)cc1 (stereo not given) | i | i | i | i | i | i | i | i | i | i | i
COC(=O)C1CN(C(=O)C(C)Oc2ccccc2F)c2ccccc2O1 (stereo not given) | i | i | i | i | i | i | i | i | i | i | i
COc1ccc(C)cc1S(=O)(=O)N(C)CC(=O)NCc1ccco1 | i | i | i | i | i | i | i | i | i | i | i
Cc1ccc(-c2cc(C(=O)N3CCN(c4ccccc4O)CC3)c3ccccc3n2)o1 | i | i | i | i | i | i | i | i | i | i | i
Cc1cccc(-n2c(O)c(C=Nc3ccc(O)cc3)c3ccccc3c2=O)n1 | i | i | i | i | i | i | i | i | i | i | i
O=C(c1ccc(Cl)cc1)C(CN1CCCCC1)c1ccccc1 (stereo not given) | i | i | i | i | i | i | i | i | i | i | i
O=C(c1cccnc1)N1CCCc2ccccc21 | i | i | i | i | i | i | i | i | i | i | i
CCN(CC)C(=O)c1sc(NC(=S)N2CCN(C(=O)C3CCCO3)CC2)c(C(=O)OC)c1C (stereo not given) | i | i | i | i | i | i | i | i | i | i | i
Cc1c(C)n(C)c2ccc(C(=O)N3CCN(c4ccccn4)CC3)cc12 | i | i | i | i | i | i | i | i | i | i | i
CCOCCCn1c(C)nc2c(c1=O)c1nc3ccccc3nc1n2CCC1=CCCCC1 | i | i | i | i | i | i | i | i | i | i | i
NC(=O)C1CCN(C(=O)c2cc3c(s2)CCCC3)CC1 | i | i | i | i | i | i | i | i | i | i | i
CCOC(=O)c1c(C)nc2ccc(Cl)cc2c1-c1ccccc1 | i | i | i | i | i | i | i | i | i | i | i
CCOC(=O)C1NC(=O)CC1c1ccccc1 (stereo not given) | i | i | i | i | i | i | i | i | i | i | i
CCOC(=O)C1CCCN(C(=O)CSc2nc(C)cc(C)n2)C1 (stereo not given) | i | i | i | i | i | i | i | i | i | i | i
COCCOC(=O)c1[nH]c2c(c1C)C(=O)CC(c1ccccc1)C2 (stereo not given) | i | i | i | i | i | i | i | i | i | i | i
Cn1c(=O)c(C(=O)NC2CCCCCCC2)c(O)c2ccccc21 | i | i | i | i | i | i | i | i | i | i | i
COc1ccc2nc(SCC(=O)NCCc3ccccc3)[nH]c2c1 | i | i | i | i | i | i | i | i | i | i | i
O=C1Nc2ccccc2/C1=C/c1ccc([N+](=O)[O-])cc1 | i | i | i | i | i | i | i | i | 8.12* | i | i
CCC(C)NCCOCCOc1ccc(C)cc1OC (stereo not given) | i | i | i | i | i | i | i | i | i | i | i
Cc1ccc(Oc2cnc3ccccc3n2)cc1 | i | i | i | i | i | i | i | i | i | i | i
CCN(CC)S(=O)(=O)c1cc(NS(=O)(=O)c2cccc(C(=O)O)c2)ccc1C | i | i | i | i | i | i | i | i | i | i | i
COc1cccc(C(=O)NCc2ccc3[nH]c(C)cc3c2)c1 | i | i | i | i | i | i | i | i | i | i | i
O=C(Nc1cccnc1)c1cc(Br)c(Br)s1 | i | i | i | i | i | i | i | i | i | i | i
CCOC(=O)COc1ccc2c(c1)c(C(=O)OCC)c(C)n2CC | i | i | i | i | i | i | i | i | i | i | i
CCCCSc1nnc(-c2ccc(NC(C)=O)cc2)n1C | i | i | i | i | i | i | i | i | i | i | i
O=C(O)c1cccc(-c2ccc(/C=N/Nc3nn[nH]n3)o2)c1 | i | i | i | i | i | i | i | i | i | i | i
CN1CCN(c2nc(Nc3ccc(O)cc3)nc3ccccc23)CC1 | i | i | i | i | i | i | i | i | i | i | -11.6*
CCCC(C)c1nnc(NC(=O)CN2C(=O)c3ccccc3C2=O)s1 (stereo not given) | i | i | i | i | i | i | i | i | i | i | i
Cn1c2ccccc2c2nnc(SCC(=O)Nc3cccc(O)c3)nc21 | i | i | i | i | i | i | i | i | i | i | i
O=C(Nc1ccccc1C(F)(F)F)C1CC(=O)N(c2ccccc2F)C1 (stereo not given) | i | i | i | i | i | i | i | i | i | i | i
COCc1nnc(NC(=O)c2ccc(Cl)cc2[N+](=O)[O-])s1 | i | i | i | i | i | i | i | i | i | i | i
COc1ccccc1-c1ccc(SCc2ccccc2)nn1 | i | i | i | i | i | i | i | i | i | i | i
Cc1cc(C)cc(N(C(=O)c2csnn2)C(C(=O)NC2CCCCC2)c2cccnc2)c1 (stereo not given) | i | i | i | i | i | i | i | i | i | i | i
Cc1ccc([N+](=O)[O-])cc1NC(=O)CN1CCCCC1 | i | i | i | i | i | i | i | i | i | i | i
COc1cccc(C2Nc3ccccc3C(=O)N2Cc2ccccc2)c1 (stereo not given) | i | i | i | i | i | i | i | i | i | i | i
CCCc1cc(C(=O)N2CCCC(Nc3ccc(C)c(C)c3)C2)n(C)n1 (stereo not given) | i | i | i | i | i | i | i | i | i | i | i
C=CCn1c(-c2oc3nc(-c4ccccc4)cc(-c4ccccc4)c3c2N)n[nH]c1=S | i | i | i | i | i | i | i | i | i | i | i
O=C(Nc1nnc(CCc2ccccc2)s1)c1ccc(F)cc1 | i | i | i | i | i | i | i | i | i | i | i
Cc1ccc(NC(=O)Cn2c([N+](=O)[O-])cnc2C)cc1 | i | i | i | i | i | i | i | i | i | i | i
CC(=O)N[C@@H]1c2c(ccc3ccccc23)OC[C@@H]1COC(C)=O | i | i | i | i | i | i | i | i | i | i | i
NC(=O)C1CC(=O)N(c2ccc(OCc3ccc([N+](=O)[O-])cc3)cc2)C1 (stereo not given) | i | i | i | i | i | i | i | i | i | i | i
N=C1/C(=C/c2ccc(-c3cccc(C(=O)O)c3)o2)C(=O)N=C2SC=C(c3ccccc3)N12 | i | i | i | -7.6* | i | i | i | i | i | i | i
COC(=O)c1ccc(S(=O)(=O)c2ccc([N+](=O)[O-])cc2)cc1 | i | i | i | i | i | i | i | i | i | i | i
CCOC(=O)C1=C(COC(=O)COc2ccc(OCC)cc2)NC(=O)NC1C (stereo not given) | i | i | i | i | i | i | i | i | i | i | i
CC(=O)c1ccc(NC(=O)Nc2ccc3c(c2)nc(C)n3C)cc1 | i | i | 8.82* | i | i | i | i | i | i | i | i
O=C1c2ccccc2C(=O)C1(CO)c1ccc(OC(F)F)cc1 | i | i | i | i | i | i | i | i | i | i | i
CCOc1ccc(-c2nnc(-c3snc(-c4ccc(F)cc4)c3N=CN(C)C)o2)cc1 | i | i | i | i | i | i | i | i | i | i | i
O=C(Nc1ccccc1F)C1CCN(C(=O)NCc2ccccc2)CC1 | i | i | i | i | i | i | i | i | i | i | i

The list continues:
SMILES | MrgX1 ag | TRPC4 act | MrgX1 PAM | MrgX1 antag | TRPC6 activator | TRPC4 potent | ANO1 block | TRPC4 inh | RGS4 inh | ANO1 activ | TRPC6 inh
CSc1ncc(F)c(N(CCO)CCO)n1 | i | i | i | i | i | i | i | i | i | i | i
CC(=O)Nc1ccc(NC(=O)Cc2sc(-c3cccnc3)nc2-c2ccc(C)cc2)cc1 | i | i | i | i | i | i | i | i | i | i | i
CCc1nn2c(=O)cc(COc3ccc(NC(=O)c4ccco4)cc3)nc2s1 | i | i | i | i | i | i | i | i | i | i | i
c1ccc(C[n+]2cccc(-c3ccccc3)c2)cc1 | i | i | i | i | i | i | i | i | i | i | i
CCC(C)NC(=O)CN(c1ccc(OC)cc1)S(=O)(=O)c1ccccc1 (stereo not given) | i | i | i | i | i | i | i | i | i | i | i
O=C(O)CC1(CC(=O)N2CCN(CCO)CC2)CCCC1 | i | i | i | i | i | i | i | i | i | i | i
Cc1ccc(-n2c(C)c(C)c3c(NCCO)ncnc32)cc1 | i | i | i | i | i | i | i | i | i | i | i
O=C(COc1ccccc1)Nc1nnc(-c2ccccc2Cl)o1 | i | i | i | -7.89* | i | i | i | i | i | i | i
O=C(c1ccco1)N1CCN(c2ccnc3cc(Cl)ccc23)CC1 | i | i | i | i | i | i | i | i | i | i | -5.13*
Cc1c(CC(=O)NCCC(C)C)c(=O)oc2cc3c(cc12)CCC(C)(C)O3 | i | i | i | i | i | i | i | i | i | i | i

Ordered by number of heavy atoms (rising): 4 of the compounds above.
SMILES | MrgX1 ag | TRPC4 act | MrgX1 PAM | MrgX1 antag | TRPC6 activator | TRPC4 potent | ANO1 block | TRPC4 inh | RGS4 inh | ANO1 activ | TRPC6 inh
CSc1ncc(F)c(N(CCO)CCO)n1 | i | i | i | i | i | i | i | i | i | i | i
Cc1ccc(-n2c(C)c(C)c3c(NCCO)ncnc32)cc1 | i | i | i | i | i | i | i | i | i | i | i
O=C(COc1ccccc1)Nc1nnc(-c2ccccc2Cl)o1 | i | i | i | -7.89* | i | i | i | i | i | i | i
CC(=O)Nc1ccc(NC(=O)Cc2sc(-c3cccnc3)nc2-c2ccc(C)cc2)cc1 | i | i | i | i | i | i | i | i | i | i | i

(continued)
SMILES | MrgX1 ag | TRPC4 act | MrgX1 PAM | MrgX1 antag | TRPC6 activator | TRPC4 potent | ANO1 block | TRPC4 inh | RGS4 inh | ANO1 activ | TRPC6 inh
O=C(NCCCN1CCOCC1)c1ccc2c(c1)N(Cc1ccc(F)cc1)CCS2 | i | i | i | i | i | i | i | i | i | i | i
c1ccc(Nc2nc(N3CCNCC3)nc(N3CCOCC3)n2)cc1 | i | 65* | i | i | i | i | i | i | i | i | i
CO/N=C(/CS(=O)Cc1ccccc1Cl)c1ccc(Cl)cc1Cl (stereo not given) | i | i | i | i | i | i | i | i | i | i | i
Cc1ccc(CN(C(=O)c2cc(=O)c3cc(C)cc(C)c3o2)C2CCS(=O)(=O)C2)cc1 (stereo not given) | i | i | i | i | i | i | i | i | i | i | i
COc1ccc(N2C(=O)C(CC(=O)Nc3ccccc3)N(Cc3ccc(OC)c(OC)c3)C2=O)cc1 (stereo not given) | i | i | i | i | i | i | i | i | i | i | i
O=C(Nc1ccccc1F)c1ccncc1 | i | i | i | i | i | i | i | i | i | i | i

Compounds were not picked by outcome. Share with any hit: about 5.8%.
